# Assay outcomes as filed in PubChem BioAssay.
# mec2-1: NCI yeast anticancer drug screen, S. cerevisiae mec2-1 strain | hit rate 9% among 79,000 | AID 157, 2004 | % growth inhibition at 50 µM;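 note: 0% = growth of vehicle-only cultures of the same strain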
#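 Growth inhibition is read against vehicle-treated controls after compound exposure of the mec2-1 yeast strain, which is defective in DNA damage repair or cell cycle control.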
# yeast bub3: NCI yeast anticancer drug screen, S. cerevisiae bub3 mutant strain. growth inhibition, % at 50 µM. hit rate 9.9% among 78,000;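 note: 0% = growth of vehicle-only cultures of the same strain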
#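 Part of a panel of yeast mutants defective in DNA damage repair or cell cycle regulation. Each strain is grown with compound, and inhibition is calculated relative to solvent-treated cultures.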
# yeast mlh1 rad18: NCI yeast anticancer drug screen, S. cerevisiae mlh1 rad18 strain | AID 175, 2004 | % growth inhibition at 50 µM | hit rate 11% among 79,000;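 note: 0% = growth of vehicle-only cultures of the same strain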
#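 Compound-treated yeast growth, normalised to vehicle controls. Strain bears defined DNA repair mutations.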
# yeast cln2 rad14: NCI yeast anticancer drug screen, S. cerevisiae cln2 rad14 strain; growth inhibition, % at 50 µM; hit rate 8.3% among 78,000; AID 165, 2004;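 note: 0% = growth of vehicle-only cultures of the same strain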
#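 Yeast strain cln2 rad14, bearing defects in cell cycle control and DNA repair, serves as the test system; values reflect growth inhibition compared with vehicle.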
# yeast sgs1 mgt1: NCI yeast anticancer drug screen, S. cerevisiae sgs1 mgt1 strain; hit rate 10% among 78,000; % growth inhibition at 50 µM;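 note: 0% = growth of vehicle-only cultures of the same strain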
#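 Genetically altered yeast, compound exposure, growth inhibition relative to vehicle.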
# yeast rad50: NCI yeast anticancer drug screen, S. cerevisiae rad50 strain. growth inhibition, % at 50 µM. hit rate 10% among 79,000. AID 155, 2004;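 note: 0% = growth of vehicle-only cultures of the same strain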
#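 Growth of the mutant yeast was measured after compound exposure and referenced to vehicle-treated cultures.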
# An asterisk follows results filed as active; nt = no result given; & = joins results of further samples. Cut-off read from the data, not from the text of the source: active = growth inhibition above about 70%; inactive = the rest.
SMILES,mec2-1,yeast bub3,yeast mlh1 rad18,yeast cln2 rad14,yeast sgs1 mgt1,yeast rad50
CN(Cc1ccccc1)C(=O)/C=C/c1ccccc1,22,27,15,3,26,10
O=C1C(=c2ccc(=C3C(=O)c4ccc([N+](=O)[O-])cc4[N+]3=O)cc2)N([O-])c2cc([N+](=O)[O-])ccc21,-18,-17,-13,7,-42,-26
COC(=O)C(CC(=O)[C@H]1CC[C@H]2[C@@H]3CC=C4C[C@@H](OC(C)=O)CC[C@]4(C)[C@H]3CC[C@]12C)OC(C)=O (some centres undefined),-6,-2,9,29,27,19
Cc1ccccc1NC(=O)C(C)C,-6,15,7,11,4,29
O=S(=O)(O)CNc1ccccc1,-8,-12,-2,-4,-8,8
C=C1C(=O)OC2CC(C)C3C4OC4C(O)C3(C)C(O)C12 (centres undefined),39,71*,64,50,66,70
C=CCNc1ncnc2c1cnn2C,-7,27,4,-6,-5,1
Cc1ccc(C(=O)Cc2nc(C#N)c(C#N)nc2CC(=O)c2ccc(C)cc2)cc1,6,4,-5,8,-15,-15
CCOC(=O)CNc1c(OCc2ccccc2)c(=O)c1=O,-11,-16,6,-4,-18,-8
O=c1oc2ccccc2c(O)c1/C=N/C(=S)NCc1ccccc1,86*,78*,-42,76*,87*,84*
c1csc(C2Nc3ccccc3N2)c1,-4,0,20,15,26,18
OC(C/C=N/N=C/CC(O)(C(F)(F)Cl)C(F)(F)Cl)(C(F)(F)Cl)C(F)(F)Cl,28,35,34,35,32,36
CC(NC(C#N)CC12CC3CC(CC(C3)C1)C2)c1ccccc1 (centres undefined),-11,7,-31,12,-12,-12
O=C(CO)CC(=O)C(=O)Nc1nc([N+](=O)[O-])cs1,-32,-16,-22,8,21,-18
O=C(O)C1C2CCC(C2)C1C(=O)O (centres undefined),6,0,2,-43,-11,9
CCNC=O,4,-6,-11,-12,-15,-13
O=C(O)/C=C/c1ccc(Cl)cc1Cl,33,74*,93*,38,66,90*
CCCCc1c(C)[nH]c(=S)[nH]c1=O,-14&-15,15&0,2&-5,13&-6,0&-4,5&-6
CC(O)(C1CC1)C(C(=O)O)c1ccccc1 (centres undefined),-7,2,11,-27,2,-15
CSC1NNC2(C(=O)N1)c1ccccc1-c1ccccc12 (centres undefined),88*,92*,89*,88*,91*,87*
O=C1NC(N2CCOCC2)=N/C1=C\c1cccs1,5,1,-34,32,13,-8
COC(=O)c1ccc(SCCC(=O)CSc2ccc(C(=O)OC)cc2)cc1,-2,3,13,10,-8,10
CN(C)CCC(O)c1ccc([N+](=O)[O-])cc1 (centres undefined),-7,-1,14,-4,-6,6
CCC1(C)CCC(C)c2ccccc21 (centres undefined),-5,-1,0,3,3,-2
CC1OCC(O)C(C(O)C(=O)CN(Cc2ccccc2)Cc2ccccc2)O1 (centres undefined),16,6,10,9,9,10
Cc1ccc(NC(=O)CC(=O)n2nc(-c3ccccc3)c(N=Nc3ccc(Cl)cc3)c2-c2ccccc2)cc1,4,46,38,23,14,10
Cc1cc(F)ccc1NC(=O)OC(C)C,-17,12,5,-13,1,-5
O=c1[nH]cnc2ncnn12,4,21,16,19,10,20
COC(CN1C(=O)CSC1=S)OC,-2,29,-7,17,27,11
CSc1ccc(SC)c2c1C(=O)c1c(SC)ccc(SC)c1C2=O,-9,2,-3,-7,-12,0
CC1(C)[C@H]2Cc3c(ccc4c3C(=O)OC4=O)[C@@H]1C2,-4,-17,2,-31,0,7
C1CCC2C3CCC(O3)C2C1 (centres undefined),1,-39,2,-34,5,-4
CC(=O)Nc1cccnc1,-4,-20,-2,-21,5,-18
O=C(Nc1cc(Cl)c(Cl)cc1Cl)C(=O)C(C(=O)c1ccccc1)C1OC(=O)c2ccccc21 (centres undefined),-35,-10,-10,0,-25,-19
CC(C)SC(=S)Nc1cc(C(F)(F)F)ccc1Cl,100*,100*,100*,99*,100*,100*
CN(C)CC1CCCCCC(CN(C)C)C1=O (centres undefined),3&8,-2&-10,13&17,-28&0,26&-2,38&-18
CSc1nc(NC2OCC(OC(C)=O)C(OC(C)=O)C2OC(C)=O)c(N=C(C)C(C)=O)c(=O)n1C (centres undefined),3,-2,9,14,-2,5
Cc1ccccc1CN1C2=NCCN2C(=O)C2=C1CCN(S(=O)(=O)c1ccc(Cl)c(S(N)(=O)=O)c1)C2,0,-10,2,-7,-8,-2
O=C(O)c1ccccc1SC(Sc1ccccc1C(=O)O)c1cccs1,-10,6,4,-5,4,12
Cc1cccn2ncnc12,-10,-4,8,-2,5,8
Cc1cccc(NCN2C(=O)c3ccccc3C2=O)c1,9,19,-2,-16,4,-2
CC(C)N(CN1C(=O)N/C(=C/c2cccc(/C=C3/NC(=O)N(CN(C(C)C)C(C)C)C3=O)c2)C1=O)C(C)C,3,18,-5,63,-2,21
S=C(c1ccccc1)N1CCOCC1,-2,-7,19,8,4,16
Cc1cc(S(=O)(=O)Nc2nc(N)nc(N3N=CCC3C)n2)c(SCC(=O)O)cc1Cl (centres undefined),6,-2,2,-7,5,-16
COC1=C(N=[N+]=[N-])C(=O)c2ncccc2C1=O,86*,78*,nt,80*,82*,82*
O=[N+]([O-])c1cccc(-c2oc(C=Nc3ccccc3)c([N+](=O)[O-])c2-c2cccc([N+](=O)[O-])c2)c1,-1,18,20,14,9,-5
Cc1ccccc1C1=CCCCCC1,-18,-8,-10,1,-3,-5
ClC1(c2ccccc2)c2ccccc2C(Cl)(c2ccccc2)c2ccccc21 (centres undefined),0,12,28,-4,-7,18
O=C1c2c(O)cccc2Cc2cccc(O)c21,37,47,39,56,-6,39
CCS(=O)(=O)CC,9,16,1,15,-10,-1

# No new results follow: entries from further up.
SMILES,mec2-1,yeast bub3,yeast mlh1 rad18,yeast cln2 rad14,yeast sgs1 mgt1,yeast rad50
CSc1nc(NC2OCC(OC(C)=O)C(OC(C)=O)C2OC(C)=O)c(N=C(C)C(C)=O)c(=O)n1C (centres undefined),3,-2,9,14,-2,5
Cc1ccccc1CN1C2=NCCN2C(=O)C2=C1CCN(S(=O)(=O)c1ccc(Cl)c(S(N)(=O)=O)c1)C2,0,-10,2,-7,-8,-2
O=C(O)c1ccccc1SC(Sc1ccccc1C(=O)O)c1cccs1,-10,6,4,-5,4,12
Cc1cccn2ncnc12,-10,-4,8,-2,5,8
Cc1cccc(NCN2C(=O)c3ccccc3C2=O)c1,9,19,-2,-16,4,-2
CC(C)N(CN1C(=O)N/C(=C/c2cccc(/C=C3/NC(=O)N(CN(C(C)C)C(C)C)C3=O)c2)C1=O)C(C)C,3,18,-5,63,-2,21
S=C(c1ccccc1)N1CCOCC1,-2,-7,19,8,4,16
Cc1cc(S(=O)(=O)Nc2nc(N)nc(N3N=CCC3C)n2)c(SCC(=O)O)cc1Cl (centres undefined),6,-2,2,-7,5,-16
COC1=C(N=[N+]=[N-])C(=O)c2ncccc2C1=O,86*,78*,nt,80*,82*,82*
O=[N+]([O-])c1cccc(-c2oc(C=Nc3ccccc3)c([N+](=O)[O-])c2-c2cccc([N+](=O)[O-])c2)c1,-1,18,20,14,9,-5
Cc1ccccc1C1=CCCCCC1,-18,-8,-10,1,-3,-5
ClC1(c2ccccc2)c2ccccc2C(Cl)(c2ccccc2)c2ccccc21 (centres undefined),0,12,28,-4,-7,18
O=C1c2c(O)cccc2Cc2cccc(O)c21,37,47,39,56,-6,39
CCS(=O)(=O)CC,9,16,1,15,-10,-1

# Additional entries
SMILES,mec2-1,yeast bub3,yeast mlh1 rad18,yeast cln2 rad14,yeast sgs1 mgt1,yeast rad50
O=[N+]([O-])c1ccc(N/N=C2/CC3=C2CCCCCCCCCC3)c([N+](=O)[O-])c1,-5,-2,-13,-14,11,-6
CC1CCCN(N=Nc2ccc(Br)cc2-c2nc(N)c3cc(Br)ccc3n2)C1 (centres undefined),99*,99*,99*,98*,100*,99*
O=c1cccccc1O,92*,91*,81*,86*,93*,90*
O=C1CCC(C2(O)c3ccccc3-c3ccccc32)C(=O)N1 (centres undefined),-16,5,1,22,-22,-21
Clc1cccc(/C=C2\c3cc(Cl)ccc3-c3c(Cl)cc(Cl)cc32)c1,2,6,22,-1,29,48
CC(=O)Nc1ccc(-c2nnc(SCC(=O)Nc3ccccc3Cl)o2)cc1,-20,40,52,-32,60,36
COCCOc1nccc(N)n1,7,0,2,-22,5,6
C=C1C(=O)OC2CC3(CO3)C3C(O)C(O)CC3(C)CC12 (centres undefined),2,-42,-71,-14,-14,2
O=S(=O)(O)c1cc(N=[N+]([O-])c2ccc(N=Nc3ccccc3)cc2S(=O)(=O)O)ccc1/C=C/c1ccc(N=[N+]([O-])c2ccc(N=Nc3ccccc3)cc2S(=O)(=O)O)cc1S(=O)(=O)O,12,1,50,7,10,29
CN(C)CC(C)(CN(C)C)C(=O)/C=C/c1c(Cl)cccc1Cl,94*,81*,91*,19,77*,85*
CCCNC(=S)N=Nc1c(O)[nH]c2ccccc12,-56,-22,-11,-32,-25,-46
O=C1NC(O)c2cccc([N+](=O)[O-])c2O1 (centres undefined),9,-15,31,65,15,19
NC(N)=NS(=O)(=O)c1ccc(Nc2c3ccccc3nc3c(C(=O)NC(CO)(CO)CO)cccc23)cc1,9,-5,16,-9,-20,71*
Cc1cccc(C)c1NC(=O)/C(=N/NC(N)=S)C(C)C(=O)c1ccc(Cl)cc1 (centres undefined),6,4,22,13,20,13
O=c1[nH]c(=O)n(COCc2ccccc2)c2ccc(Br)cc12,-10,-7,-62,-20,-3,-8
Cc1ccc(NC(=S)SCc2ccc(Cl)cc2)cc1Br,93*,92*,91*,90*,91*,91*
CCOC(=O)c1cnc(SC)nc1Cl,-10,nt,51,nt,nt,-6
CC1(c2ccccc2)OCCO1,3,-28,-4,-58,-4,13
CS(=O)(=O)OCC(COS(C)(=O)=O)C(c1cccc2ccccc12)c1cccc2ccccc12,-12,-8,11,-20,0,5
Cc1cccc[c]1[Sn]([Cl])([O][Sn]([Cl])([c]1ccccc1C)[c]1ccccc1C)[c]1ccccc1C,91*,88*,90*,88*,89*,88*
CC(=O)CC(=O)Nc1ccc(C)c(C)c1,2,40,12,8,10,-5
COC(=O)C(=O)C(C(=O)C(=O)Nc1cccc(C(C)=O)c1)c1nc2ccc([N+](=O)[O-])cc2[nH]c1=O (centres undefined),0,35,28,23,-5,14
CC(=C\c1ccccc1)/C=C1\C(=O)NC(=S)N1C=C1C(=O)NC(=O)NC1=O,-16,-5,-8,7,-8,-9
O=C1OCC2C1Cc1cc(O)c(O)cc1C2c1ccc(O)c(O)c1 (centres undefined),3,3,35,-25,14,39
O=C(NC1CCCCC1)c1cccc(Cl)c1,-7,1,0,-31,-12,3
O=C(/C=C/c1cccs1)c1ccc(C(=O)/C=C/c2cccs2)cc1,-46,-4,-32,11,-18,-33
C=C(c1ccccc1)N1N=NC2CCOC21 (centres undefined),-10,-17,-9,-21,4,-4
Cc1ccc(NC(=O)CCCC(=O)C(C#N)c2ccccc2C)cc1C (centres undefined),11,6,12,-19,11,-17
O=C(O)c1ccc(CSc2ccccc2C(=O)O)cc1,-17,-15,34,15,-7,16
CCOC(OCC)n1ncnc1NC(=S)NCc1ccccc1,-24,-6,-11,-3,4,-15
S=C(N/N=C/c1ccccn1)N1CCCCCC1,93*,92*,89*,93*,92*,89*
O=c1cc(-c2cccnc2)oc2ccc(Cl)cc12,-3,11,6,-34,8,60
Cn1cnc(=S)c2ccccc21,-13,1,-29,-6,-18,-11
CCCC(=O)NC1CCc2cc(OC)c(OC)c(OC)c2-c2ccc(OC)c(=O)cc21 (centres undefined),-40,3,3,-1,23,27
NNC(=O)CCC(=O)NC1C2CC3CC(C2)CC1C3 (centres undefined),-15,-11,25,-1,-19,-24
O=C1/C(=C/c2ccc(O)c(O)c2)CC/C1=C\c1ccc(O)c(O)c1,-24,-16,-23,11,-21,-19
CCN(CC)CCSC(=O)c1ccc([N+](=O)[O-])cc1,8,38,8,20,16,20
Cc1cc(C(C)C)cc(C(C)C)c1,-14,-1,8,-4,-9,-6
C=C[C@]1(C)CC(=O)C(C(C)C=O)[C@]12C(=O)Oc1cccc(C)c1C2=O (some centres undefined),85*,72*,87*,58,79*,64
O=C(O)CC1CCC(CC(=O)O)CC1 (centres undefined),-9,-13,-2,-41,-5,-10
O=C(O)C(O)c1cccc([N+](=O)[O-])c1 (centres undefined),12,-32,-13,-7,-9,11
O=S(OCCCl)OCCCl,0,9,27,-2,0,22
NNC(N)=Nc1cccc2ccccc12,-8,11,-19,16,0,-3
O=C(CCCl)NNC1=NCCCN1,-14,-4,0,23,-15,2
S=C(Nc1ccccc1)N1CCCCC1,1,2,-8,-39,-10,-3
O=C1C=CC(=O)C(CNc2ccc(C(=O)OCc3ccccc3)cc2)=C1,9,-43,-3,-31,-29,24
NC(Cc1ccc(B(O)O)cc1)C(=O)O (centres undefined),-54,8,-4,-7,-30,-26
